# Apoferritin bind – candidate novel general anesthetic via apoferritin binding; Potency, µM (titrated, usually from 77.5 µM), inactives show at the top dose activity change, negative = displacement, actives largely listed as inhibitors; AID 485281; apoferritin/1-aminoanthracene competitive binding, fluorescence; hit rate 0.074% among 350,000; P02791; note: potency is the fitted concentration of half-maximal effect; % is set by controls: 0 for no effect and ±100 for the full control effect; nearly all actives have a fitted effect of over 20% in size
# Target sequence (P02791 2-175 limits assumed): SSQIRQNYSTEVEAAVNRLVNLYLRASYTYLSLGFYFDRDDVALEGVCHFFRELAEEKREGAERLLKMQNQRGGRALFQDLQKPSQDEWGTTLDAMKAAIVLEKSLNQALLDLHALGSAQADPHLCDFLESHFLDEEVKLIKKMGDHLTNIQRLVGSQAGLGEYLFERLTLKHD
#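 Horse-spleen apoferritin (10 uM) in 50% saturated 1-aminoanthracene in PBS was incubated 10 min at room temperature with compound. Fluorescence (ex 380, em 535 nm) was normalized to free and bound 1-AMA, with concentration-response fitted by a four-parameter Hill equation.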
# APEX1 inh – blocks human APE1 abasic DNA cleavage; recombinant APE1, TAMRA/BHQ-2 abasic DNA cleavage fluorescence; hit rate 0.35% among 350,000; Potency, µM (doses to about 65.8 µM), for the others: top-dose activity change, negative = inhibition, hits mostly inhibitors;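 note: potency is the fitted concentration of half-maximal effect; plate controls were vehicle for no effect and reference inhibitor for full effect; nearly all actives have a fitted effect of over 55% in size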
#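 APE1 at 0.75 nM final was preincubated with compound 15 min at room temperature, then 50 nM double-stranded THF abasic-site substrate (5'-TAMRA/3'-BHQ-2) was added. Fluorescence (ex 525/em 598 nm) was read kinetically; third-minus-first read gave activity.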
# Pol eta inh – inhibitors of human DNA polymerase eta. Q9Y253. recombinant Pol eta, fluorescent DNA replication assay. Potency, µM (top dose mostly 114 µM), inactives show at the top dose activity change, negative = inhibition, most hits filed as inhibitors. hit rate 1.2% among 390,000; note: potency is the fitted concentration of half-maximal effect; % is set by controls: 0 for no effect and ±100 for the full control effect
#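 Pol eta at 10 nM preincubated with compounds 15 min at room temperature; reaction started with fluorescent substrate (50 nM final) and read kinetically at 0 and 10 min.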
# POLB inh – blocks human DNA polymerase beta activity. P06746. Pol beta primer extension/strand displacement, fluorescence kinetic. Potency, µM (highest dose often 114 µM), without a hit: top-dose activity change, negative = inhibition, hits mostly inhibitors. hit rate 1.3% among 340,000; note: potency is the fitted concentration of half-maximal effect; % is set by controls: 0 for no effect and ±100 for the full control effect
#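 Kinetic readout of DNA synthesis with strand displacement by Pol beta. Compound and 10 nM enzyme sit 15 min at room temperature; 50 nM substrate starts the reaction, read immediately and at 10 min.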
# Pol iota inh – DNA polymerase iota (human) inhibition. Potency, µM (highest dose often 115 µM), inactives show top-dose activity, negative = inhibition, actives largely listed as inhibitors. Pol iota fluorescent replication assay, 10 min. hit rate 1% among 390,000. AID 588590; note: potency is the fitted concentration of half-maximal effect
#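 Fluorescent replication assay read twice, at 0 min and 10 min after adding 50 nM (final) substrate. Enzyme (10 nM) and compounds were first incubated 15 min at room temperature; enzyme-free buffer wells were negative controls.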
# PGK inhibitor – inhibitors of T. brucei phosphoglycerate kinase; PGK/GAPDH coupled, Kinase-Glo luminescence, 60 min; Potency, µM (doses to about 57.5 µM), for the others: at the highest dose activity change, negative = inhibition, hits mostly inhibitors; hit rate 0.043% among 380,000; note: potency is the fitted concentration of half-maximal effect; % is set by controls: 0 for no effect and ±100 for the full control effect; nearly all actives have a fitted effect of over 60% in size
#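 Luminescent ATP detection (Kinase-Glo Plus) follows a 60-minute room-temperature incubation, with wells lacking PGK as controls. Buffer: 100 mM TEA (pH 7.6), 5 mM MgCl2, 0.01% Tween-20. Coupling enzyme GAPDH (100 nM final) supplies unstable 1,3-BPG in-well.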
# RXFP1 antagonist – RXFP1 (human) relaxin receptor antagonism | HEK293-RXFP1, relaxin-stimulated cAMP HTRF, 30 min; active compounds read low | AID 1259400 | activity change, negative = inhibition, % at 57.5 µM | hit rate 0.59% among 350,000 | Q9HBX9;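 active = activity change of -60% or lower, but not beyond a set lower limit; inconclusive = change between -60% and -40%, or beyond the set limit; inactive = change above -40%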; note: % is set by controls: 0 for no effect and ±100 for the full control effect
# POLK inh – inhibitors of human DNA polymerase kappa. Q9UBT6. purified Pol kappa, fluorescent DNA synthesis assay, 10 min. Potency, µM (series often up to 107 µM), for inactives: at the highest dose activity, negative = inhibition, hits mostly inhibitors. hit rate 0.53% among 400,000. AID 588579; note: potency is the fitted concentration of half-maximal effect; % is set by controls: 0 for no effect and ±100 for the full control effect
# Target sequence (Q9UBT6 whole entry, looked up): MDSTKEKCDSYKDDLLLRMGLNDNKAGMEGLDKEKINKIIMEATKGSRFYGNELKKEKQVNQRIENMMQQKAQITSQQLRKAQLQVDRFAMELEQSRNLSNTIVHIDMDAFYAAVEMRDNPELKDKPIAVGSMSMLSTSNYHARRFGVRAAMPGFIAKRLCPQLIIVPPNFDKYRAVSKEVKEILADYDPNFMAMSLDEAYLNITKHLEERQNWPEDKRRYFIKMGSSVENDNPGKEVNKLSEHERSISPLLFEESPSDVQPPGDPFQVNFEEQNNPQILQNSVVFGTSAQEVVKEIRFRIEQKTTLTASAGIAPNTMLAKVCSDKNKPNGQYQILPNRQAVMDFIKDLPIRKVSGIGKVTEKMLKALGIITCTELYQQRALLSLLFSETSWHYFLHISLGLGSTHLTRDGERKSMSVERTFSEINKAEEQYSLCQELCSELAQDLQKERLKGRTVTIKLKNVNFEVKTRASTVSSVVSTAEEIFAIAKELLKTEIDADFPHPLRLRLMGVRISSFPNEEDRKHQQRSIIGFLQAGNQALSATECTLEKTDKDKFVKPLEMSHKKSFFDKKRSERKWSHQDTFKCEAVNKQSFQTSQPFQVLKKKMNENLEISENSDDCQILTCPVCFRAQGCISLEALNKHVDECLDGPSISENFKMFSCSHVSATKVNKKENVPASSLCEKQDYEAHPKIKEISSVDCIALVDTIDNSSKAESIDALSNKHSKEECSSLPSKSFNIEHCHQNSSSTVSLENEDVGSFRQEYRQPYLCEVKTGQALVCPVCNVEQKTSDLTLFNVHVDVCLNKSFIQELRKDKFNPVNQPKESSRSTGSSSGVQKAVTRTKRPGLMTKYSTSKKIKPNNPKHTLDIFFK
#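 Pol kappa 10 nM + cpd, 15 min RT; start w/ substrate 50 nM final; fluorescence kinetic read, 0 and 10 min. Neg ctrl: buffer, no enzyme.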
# BLM helicase inh – blocks DNA unwinding by human BLM helicase | P54132 | recombinant BLM DNA unwinding, fluorescence dequenching | Potency, µM (series often up to 56.1 µM), for inactives: at the highest dose activity change, negative = inhibition, most hits filed as inhibitors | hit rate 0.2% among 350,000;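 note: potency is the fitted concentration of half-maximal effect; plate controls were vehicle for no effect and no enzyme for full effect; nearly all actives have a fitted effect of over 35% in size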
# Numbers without * were called inactive; i = inactive; u = inconclusive; x = not tested or not shown; [ ] = another dose, or the depositor's remark. Unless noted, calls come from the whole dose curve; as a rule, active = well fitted curve in the direction sought with a large enough effect; inconclusive = small, poorly fitted or top-dose-only effect, or another doubt; inactive = no such curve, though single readings can be large; an effect the other way counts as inactive or inconclusive. The list is partial; count on the stated rates, not on these rows.
SMILES,Apoferritin bind,APEX1 inh,Pol eta inh,POLB inh,Pol iota inh,PGK inhibitor,RXFP1 antagonist,POLK inh,BLM helicase inh
COc1ccc(OC)c(NC(=O)CCN2CCCC(C)C2)c1 (stereo not given),-8%,0%,-7%,-1%,30%[activator],2%,-10,3%,1%
O=C(CSc1nnnn1-c1ccccc1)Nc1nsc(-c2ccc(Cl)cc2)n1,-12%,1%,u,u,14%,-1%,-7,-6%,-14%
CC1CN(C(=O)CCC(=O)NC2CCCCC2)c2ccccc2S1 (stereo not given),u,27%,-13%,-1%,-8%,-5%,x,-2%,-1%
CCn1c(CCNC(=O)c2cccs2)n[nH]c1=S,6%,8%,2%,2%,23%,-5%,x,3%,-1%
CN(CC(=O)Nc1ccc(F)cc1)C(=O)COc1ncnc2ccccc12,-1%,1%,1%,0%,5%,1%,1,0%,-11%
Cc1cc(C)cc(NC(=O)CSc2nc(=O)n3cc(C)ccc3n2)c1,x,-8%,11%,x,-14%,-7%,28,8%,x
CCOC(=O)C1CCN(C(=O)c2cc(S(=O)(=O)N3CCOCC3)c(Cl)cc2Cl)CC1,-13%,-2%,-9%,-2%,-6%,i,2,-2%,-1%
CCOc1cc(C(=O)Nc2ccc(-c3nc4ncccc4o3)cc2C)cc(OCC)c1OCC,-14%,x,-24%,-30%,-28%,4%,-2,-6%,-8%
Cc1c(NC(=O)CSc2ccc(Cl)cc2)cccc1-c1nc2cc(Cl)ccc2o1,-10%,1%,-3%,1%,14%,i,-7,-8%,1%
CCCCS(=O)(=O)N1CN(S(=O)(=O)CCCC)C2NC(=O)NC21 (stereo not given),-9%,-2%,-19%,1%,12%,-3%,9,-7%,-18%
Cc1ccc(CN(C(=O)c2ccccc2)c2ccccn2)o1,-17%,x,-7%,4%,40%[activator],1%,x,-15%,-3%
Cc1ccc(CCNC(=O)CCSCc2ccccc2Cl)cc1,u,x,-21%,3%,5%,i,-10,-13%[60.1 µM],-5%
CCOc1ccc(CN2CCNC(=O)C2CC(=O)N(C)Cc2nonc2C)cc1 (stereo not given),-8%,25%,-12%,-16%,20%,-1%,-5,1%,0%
CC1Cc2ccccc2N1C(=O)CSc1nnnn1C(C)C (stereo not given),u,-5%,-6%,13%,0%,-8%,-9,11%,-1%
Cc1cc(C)c(NC(=O)c2ncoc2-c2ccco2)c(C)c1,-1%,x,-12%,-1%,u,0%,x,-1%[60.1 µM],-1%

# Part of the list above, with tabs:
Molecule	Apoferritin bind	APEX1 inh	Pol eta inh	POLB inh	Pol iota inh	PGK inhibitor	RXFP1 antagonist	POLK inh	BLM helicase inh
Cc1c(NC(=O)CSc2ccc(Cl)cc2)cccc1-c1nc2cc(Cl)ccc2o1	-10%	1%	-3%	1%	14%	i	-7	-8%	1%
CCCCS(=O)(=O)N1CN(S(=O)(=O)CCCC)C2NC(=O)NC21 (stereo not given)	-9%	-2%	-19%	1%	12%	-3%	9	-7%	-18%
Cc1ccc(CN(C(=O)c2ccccc2)c2ccccn2)o1	-17%	x	-7%	4%	40%[activator]	1%	x	-15%	-3%
Cc1ccc(CCNC(=O)CCSCc2ccccc2Cl)cc1	u	x	-21%	3%	5%	i	-10	-13%[60.1 µM]	-5%

# Given with values under each structure: part of the list above
# Value order – Apoferritin bind, APEX1 inh, Pol eta inh, POLB inh, Pol iota inh, PGK inhibitor, RXFP1 antagonist, POLK inh, BLM helicase inh
> CN(CC(=O)Nc1ccc(F)cc1)C(=O)COc1ncnc2ccccc12
→ -1%, 1%, 1%, 0%, 5%, 1%, 1, 0%, -11%
> Cc1cc(C)cc(NC(=O)CSc2nc(=O)n3cc(C)ccc3n2)c1
→ x, -8%, 11%, x, -14%, -7%, 28, 8%, x
> CCOC(=O)C1CCN(C(=O)c2cc(S(=O)(=O)N3CCOCC3)c(Cl)cc2Cl)CC1
→ -13%, -2%, -9%, -2%, -6%, i, 2, -2%, -1%
> CCOc1cc(C(=O)Nc2ccc(-c3nc4ncccc4o3)cc2C)cc(OCC)c1OCC
→ -14%, x, -24%, -30%, -28%, 4%, -2, -6%, -8%

# (cont.)
SMILES,Apoferritin bind,APEX1 inh,Pol eta inh,POLB inh,Pol iota inh,PGK inhibitor,RXFP1 antagonist,POLK inh,BLM helicase inh
COc1ccccc1NS(=O)(=O)c1cc(NC(=S)Nc2cc(C)cc(C)c2)ccc1Cl,3%,-7%,-17%,7%,18%,-4%,-7,-9%,-8%
COc1ccccc1N1CCN(c2ncnc3sc(C)c(-c4ccccc4)c23)CC1,3%,11%,-14%,54%,45%[activator],4%,-1,6%,-11%
CCCC1(c2ccsc2)NC(=O)NC1=O (stereo not given),x,x,-11%,x,10%,-1%,2,-6%,x
Cc1cccc(NC(=O)CSc2nnc(NC(=O)CN3CCCCC3)s2)c1,-9%,22%,x,58%,x,x,x,x,1%
Cc1cccc(NC(=O)c2ccc(N(C)C3CCCCC3)c([N+](=O)[O-])c2)n1,u,-7%,-14%,-2%,25%,11%,-16,-2%,-10%
CCN(CC(=O)Nc1ccccc1C(F)(F)F)C(=O)c1ccccc1Cc1ccccc1,x,-4%,-7%,x,10%,-5%,8,-14%,x
CC(Oc1ccc(Br)cc1)C(=O)NCC(C)(C)N1CCOCC1 (stereo not given),x,57%,-14%,x,11%,-2%,-13,2%,x
CC(C)(C)C1CCC(=NNc2ccc(S(N)(=O)=O)cc2[N+](=O)[O-])CC1 (stereo not given),u,1%,-12%,0%,4%,-8%,13,-5%,-7%
Cc1nc2oc3c(NCC4CCCO4)ncnc3c2c2c1COC(C)(C)C2 (stereo not given),-3%,2%,3%,-25%,30%,-6%,-1,-3%,0%
Cc1ccc2c(=O)[nH]c(Cc3ccccc3C(=O)O)nc2c1,-9%,-2%,2%,27%,2%,1%,-6,-4%,-2%
Cn1cccc1/C=C1\SC(=S)N(NC(=O)c2ccc(Cl)cc2)C1=O,-14%,-3%,-3%,19%,42%[activator],-1%,-9,-11%,0%
O=C(CN(Cc1ccccc1)C1=NCCS1)c1ccc(Cl)cc1,-2%,-7%,-14%,7%,4%,i,-27,-5%,0%
CC(C)NOC(=O)c1ccc(Cl)cc1,u,-6%,-16%,-20%,33%[activator],1%,-6,-8%[60.1 µM],-10%
COC(=O)[C@@]12CCCCN1[C@H](c1ccc(SC3CCCCC3)cc1)[C@@H]1C(=O)N(C)C(=O)[C@@H]12,x,6%,-12%,x,-12%,-6%,x,16%,x
COc1cccc(CNC(=O)Nc2cc(C(=O)NCc3cccc(F)c3)ccc2N2CCCC2)c1,45%[activator],x,-13%,9%,-6%,7%,5,-12%[60.1 µM],-1%
Cc1oc(-c2ccc(C(=O)Nc3cc(F)ccc3F)cc2)nc1COc1ccccc1,1%,x,-4%,u,17%,13%,1,-2%,-14%
COc1cc(/C=N/Nc2nc(=O)[nH]nc2C)cc([N+](=O)[O-])c1O,-12%,-4%,-13%,-14%,12%,-11%,-1,0%,-8%
O=S(=O)(c1ccc2ccccc2c1)N1CCN(C(=S)Nc2ccc(F)c(Cl)c2)CC1,0%,5%,-23%,4%,-16%,i,2,-14%,-2%
CCOC(=O)C1CCCN(C(=O)CCNC(=O)Cn2ccc3ccccc3c2=O)C1 (stereo not given),1%,-1%,-6%,37%,21%,1%,-4,1%,-3%
Cc1cc(-c2ccco2)n(CC(=O)NCCN(C)C)n1,-1%,2%,-7%,1%,-9%,-8%,x,-15%,0%
Cc1ccc(-n2c(=O)c3cccnc3n2CC(=O)Nc2cc(C)cc(C)c2)cc1,110%[activator],x,-8%,9%,-15%,0%,1,-9%[60.1 µM],-3%
Cc1csc(NC(=O)c2cc(C)on2)n1,x,25%,-16%,x,6%,-10%,3,-21%,x
Cn1c(=O)c2c(nc(Sc3ncnn3CC(=O)N3CCOCC3)n2C)n(C)c1=O,5%,-3%,1%,55%,-1%,-7%,6,8%,-4%
Cn1cc(CNC(=O)c2sc3cccc(Cl)c3c2Cl)cn1,-13%,2%,-2%,0%,8%,i,0,-7%,-7%
CCCOC(=O)c1ccc(Oc2cn[nH]c2-c2ccc(OCC(=O)NN)cc2O)cc1,-13%,3%,-26%,u,33%[activator],-9%,-4,-8%,-14%
O=C(CCn1c(=O)oc2ccccc21)N1CCN(c2ccccc2F)CC1,-11%,-4%,-7%,17%,14%,14%,-7,-4%,0%
CSc1nncc(-c2ccccc2)n1,-17%,15%,-19%,3%,151%[activator],-8%,-16,-10%,0%
O=C1c2ccccc2C(=O)N1CC1CCCO1 (stereo not given),-12%,-3%,-20%,27%,-6%,i,1,-7%,-4%
Cc1ccc(NC(=O)c2ccc3ccccc3n2)cc1S(=O)(=O)N1CCOCC1,-7%,-7%,-18%,-13%,25%,i,-14,-11%,-16%
CCCCNc1cc(C(=O)O)cc(S(N)(=O)=O)c1Oc1ccccc1,-5%,10%,-7%,1%,-10%,-10%,-6,-7%[60.1 µM],-8%
COCCCNc1nc2ccccc2nc1NS(=O)(=O)c1cccc(Cl)c1,0%,4%,-9%,-1%,10%,i,6,3%,-1%
Cc1ccc2c(c1)C(c1ccccc1)N(C(=O)c1cccc([N+](=O)[O-])c1)CC(=O)N2 (stereo not given),-12%,7%,-14%,6%,40%[activator],-8%,10,-2%,-6%
CCN(Cc1cccc(OC)c1)CC1CCCN(CCc2cccc(OC)c2)C1 (stereo not given),-6%,21%,-18%,-7%,11%,i,-8,2%,3%
CC1CCN(S(=O)(=O)c2ccc3c(c2)CCC(=O)N3CC(=O)Nc2cccc(C#N)c2)CC1,-5%,4.7µM*,79µM*,50µM*,u,14µM*,-3,-8%[60.1 µM],-11%
Cc1ccc(NC(=S)NC2CCCC2)c(C)c1,-5%,7%,-19%,23%,6%,i,3,2%,-3%
O=C(CCC1CCCCC1)Nc1c[nH]c(=O)[nH]c1=O,u,3%,-7%,3%,23%,0%,0,-1%,-2%
Cn1cnc2c(cnn2C)c1=N,x,x,-17%,x,13%,6%,4,-11%,x
